NALP3 yeast inh: inhibitors of NALP3 inflammasome in yeast | Yeast reconstituted NLRP3/ASC/caspase-1, beta-gal luminescence, 24 h | inhibition, % at 10 µM | 330,000 tested, 0.39% active;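 active means inhibition of 50% or more; inactive means inhibition below 50%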;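 further: plate controls were induced DMSO wells for no effect and uninduced yeast grown without galactose for full effect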
hIAP block: human IAP inhibition; P09923; purified IAP, CDP-Star luminescence, 30 min; inhibition, % at 10 µM; 330,000 tested, 0.12% active; AID 2544;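 active means inhibition reaching a set limit with compound at 10 µM in the primary screen, cut at about 35% in these data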;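 further: plate controls were DMSO wells with enzyme for no effect and no-enzyme buffer wells for full effect; values of inactives mirror those of a sister screen read the other way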
Target sequence (P09923 whole entry, looked up): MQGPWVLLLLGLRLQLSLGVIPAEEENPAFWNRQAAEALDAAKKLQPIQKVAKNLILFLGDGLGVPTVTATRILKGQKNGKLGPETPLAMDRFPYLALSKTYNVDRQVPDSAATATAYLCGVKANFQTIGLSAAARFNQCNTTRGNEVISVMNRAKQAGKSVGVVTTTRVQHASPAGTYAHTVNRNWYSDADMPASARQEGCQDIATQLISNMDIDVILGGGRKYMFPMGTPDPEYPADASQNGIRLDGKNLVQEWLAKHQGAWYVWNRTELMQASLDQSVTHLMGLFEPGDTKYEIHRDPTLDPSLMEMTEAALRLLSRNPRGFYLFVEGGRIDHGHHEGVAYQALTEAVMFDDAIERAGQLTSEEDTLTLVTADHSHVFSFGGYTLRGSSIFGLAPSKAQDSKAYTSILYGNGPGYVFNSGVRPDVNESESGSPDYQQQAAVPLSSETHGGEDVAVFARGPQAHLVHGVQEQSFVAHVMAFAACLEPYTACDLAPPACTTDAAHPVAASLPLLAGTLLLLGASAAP
mIAP act: increases mouse intestinal alkaline phosphatase activity | activation factor at 10 µM | AID 2805 | muIAP, CDP-Star luminescence, 30 min; stronger effect = higher value; 1 = vehicle-only enzyme signal, 0 = enzyme-free wells | 330,000 tested, 0.24% active;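 active means activation factor of at least 2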; further: the source names both 10 and 20 µM as test concentration; values of inactives mirror those of a sister screen read the other way
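Assay system: mouse IAP enzyme; Reagent: CDP-Star chemiluminescent phosphatase substrate; Compound: DMSO-dissolved test compounds; Incubation: 30 min, room temperature; Technique: luminescence from enzymatic CDP-Star hydrolysis; Controls: DMSO-only wells and no-enzyme negative control.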
hIAP activ: increases human intestinal alkaline phosphatase activity. activation factor at 10 µM. AID 2524. 330,000 tested, 0.16% active. P09923. purified human IAP, CDP-Star luminescence, 30 min; stronger effect = higher value; 1 = vehicle-only enzyme, 0 = enzyme-free background;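 active means activation factor of the enzyme at least 2-fold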; further: the source names both 10 and 20 µM as test concentration; values of inactives mirror those of a sister screen read the other way
SENP1 inh: SENP1 (human) catalytic domain inhibition | recombinant SENP1 catalytic domain, CyPet-SUMO1-YPet FRET cleavage | Q9P0U3 | 360,000 tested, 0.21% active | inhibition, % at 10 µM;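 active means inhibition at least 30% at 10 µM, raw YFP signal under a set limit, fluorescence ratio 0.5 to 1.5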;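 further: 0% = enzyme with DMSO and 100% = no enzyme wells; some results filed as inactive read as strong as hits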
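Material: hSENP1 catalytic domain, recombinant; medium: Tris pH 8 with BME, BSA, NP40 and catalase; compound: single concentration of 10 µM compound, 0.5% DMSO final; technique: FRET read of cyan and yellow fluorescence; timing: 50 min enzyme reaction, room temperature, light-protected; reagent: SFCypet-SUMO1-SFYpet substrate at 25 nM; control set: no-enzyme low, enzyme-DMSO high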
beta cell repl: MIN6 beta-cell proliferation induction; MIN6 cells proliferation, ATPlite luminescence, 48 h; cells starved in 0.2% serum; 100% = growth in 10% serum; proliferation, % at 10 µM; 330,000 tested, 0.29% active; AID 2380;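 active means compounds whose signal lies at least 3.5 SD above the mean of all wells on their plate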;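 further: 0% = DMSO-treated cells in low-serum medium and 100% = 10% serum control; some compounds called inactive have numbers as strong as hits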
mIAP block: blocks mouse intestinal alkaline phosphatase; inhibition, % at 10 µM; purified mouse IAP, CDP-Star luminescence, 30 min; AID 2806; 330,000 tested, 0.2% active;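 active means inhibition of at least 40% at 10 µM in the primary screen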;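 further: plate controls were DMSO with enzyme for no effect and no enzyme wells for full effect; values of inactives mirror those of a sister screen read the other way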
APOBEC3G inh: inhibitors of human APOBEC3G DNA deaminase; AID 493012; Q9HC16; recombinant A3G, ssDNA deamination FAM/TAMRA fluorescence; 330,000 tested, 0.28% active; inhibition, % at 20 µM;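 active means inhibition of at least 40% at 20 µM, with no more than 30% in the related APOBEC3A deaminase screen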;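 further: plate controls were DMSO wells with A3G for no effect and wells lacking A3G enzyme for full effect; some compounds called inactive have numbers as strong as hits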
Target sequence (Q9HC16 whole entry, looked up): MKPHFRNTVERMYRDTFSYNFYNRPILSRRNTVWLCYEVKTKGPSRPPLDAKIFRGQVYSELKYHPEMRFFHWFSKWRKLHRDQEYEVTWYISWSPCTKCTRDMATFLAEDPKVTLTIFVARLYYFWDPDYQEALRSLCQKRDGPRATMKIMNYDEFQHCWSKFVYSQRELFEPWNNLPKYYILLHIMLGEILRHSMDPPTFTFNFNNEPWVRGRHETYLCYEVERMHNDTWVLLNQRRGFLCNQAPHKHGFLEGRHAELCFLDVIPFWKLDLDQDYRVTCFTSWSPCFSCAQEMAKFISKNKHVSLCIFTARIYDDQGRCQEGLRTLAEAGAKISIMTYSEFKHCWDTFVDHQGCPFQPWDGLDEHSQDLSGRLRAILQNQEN
A3A deaminase: human APOBEC3A DNA deaminase inhibition; 330,000 tested, 0.41% active; recombinant A3A, FAM/TAMRA ssDNA deamination fluorescence; inhibition, % at 20 µM; AID 493011;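 active means at least 40% inhibition at 20 µM here, with at most 30% in a related deaminase screen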;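 further: plate controls were A3A with DMSO for no effect and wells lacking A3A enzyme for full effect; some results filed as inactive read as strong as hits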
* marks the source's active call; other numbers are inactive results; nt = not tested or not shown; & = joins results of further samples.

SMILES | NALP3 yeast inh | hIAP block | mIAP act | hIAP activ | SENP1 inh | beta cell repl | mIAP block | APOBEC3G inh | A3A deaminase
CCC(C)N(C(=O)Cn1cnc2c1c(=O)n(C)c(=O)n2C)C1CCS(=O)(=O)C1 (configuration not stated) | 5 | 16 | 0.99 | 0.83 | 1 | -2 | 0 | -7 | 6
Cc1c(N2C(=O)/C(=C/C3CC=CCC3)SC2=S)c(=O)n(-c2ccccc2)n1C (configuration not stated) | 19 | -2 | 0.82 | 1 | -1 | -1 | 18 | -4 | -3
N#CC1=C(N)OC2=C(C(=O)CCC2)C1CCc1ccccc1 (configuration not stated) | 8 | 9 | 1 | 0.91 | -55 | 0 | 0 | -2 | 1
CC(C)NC(=O)N(C)C[C@H]1Oc2ccc(NC(=O)CCC(F)(F)F)cc2C(=O)N([C@H](C)CO)C[C@@H]1C | 15 | 4 | 0.94 | 0.96 | -2 | 2 | 6 | -8 | -1
O=C(Oc1cccnc1)c1ccco1 | -4 | 14 | 1 | 0.86 | 2 | 1 | -5 | -4 | 2
CC(C)CCNC(=O)C(c1cccnc1)N(Cc1ccccc1)C(=O)Cn1nnc2ccccc21 (configuration not stated) | 15 | 2 | 1.1 | 0.98 | -2 | -1 | -7 | -5 | -6
COC(=O)c1sccc1NS(=O)(=O)c1ccccc1[N+](=O)[O-] | 11 | -1 | 0.96 | 1 | 2 | -1 | 4 | -11 | -4
O=C(CSc1nc2ccccc2c(=O)n1CCC(=O)N1CCCCC1)NCc1ccccc1 | 0 | 0 | 0.99 | 1 | 1 | 2 | 1 | -5 | -1
COc1ccc(C2=NS(=O)(=O)N(C)C(C(=O)N3C(C)CCCC3C)=C2)cc1 (configuration not stated) | 6 | 7 | 0.93 | 0.93 | 1 | 0 | 7 | 2 | 3
CCc1cc(C(N)=S)ccn1 | 9&7 | 11&0 | 0.94&0.98 | 0.89&1 | 3&1 | -2&-4 | 6&2 | -2&-9 | -2&-6
CCCc1cc(=O)oc2cc(C)cc(OC(=O)c3ccco3)c12 | 1 | -10 | 0.93 | 1.1 | 4 | -3 | 7 | -3 | 0
CC(C)(C)CC(=O)Nc1nnc(-c2cccs2)s1 | 32 | 4 | 1 | 0.96 | 0 | 0 | 0 | -2 | 0
COc1ccc(C2C(C(C)=O)=C(O)C(=O)N2c2ccccn2)cc1 (configuration not stated) | 2 | 1 | 0.98 | 0.99 | -11 | 3 | 2 | -5 | 1
O=c1[nH]c(CSc2nnc(NCCCN3CCOCC3)s2)nc2cc(Cl)ccc12 | 2 | 12 | 0.95 | 0.88 | -2 | 3 | 5 | 4 | 0
COc1ccc(COCCN2CCN(S(=O)(=O)c3ccc(C)cc3)CCC2=O)cc1 | 2 | 2 | 1 | 0.98 | nt | -1 | -1 | -11 | 0
CCOC(=O)C1CCN(C(=O)c2n[nH]c(=O)c3ccccc23)CC1 | 1 | 12 | 1 | 0.88 | 2 | 0 | 0 | -5 | -5
Cc1nc(SCC#N)c2c3c(sc2n1)CCC3 | 20 | -40 | 1 | 1.4 | 5 | -3 | 0 | -4 | -1
Cc1c(C2(O)CCCCC2)[nH]c2cc(C(F)(F)F)ccc12 | 31 | -17 | 0.98 | 1.2 | -2 | -6 | 2 | 13 | -1
COc1ccc(C)cc1S(=O)(=O)N1CCN(S(=O)(=O)c2cc(C)ccc2OC)C(C)C1 (configuration not stated) | -7 | 3 | 0.92 | 0.97 | -2 | -2 | 8 | -1 | 1
CCCc1cc(-n2cnc3ccccc32)n2c(nc3ccccc32)c1C#N | 4 | -21 | 1.1 | 1.2 | -26 | 1 | -12 | -6 | -6
S=C1SCN(CCN2CCOCC2)CN1Cc1ccccc1 | 9 | 22 | 0.89 | 0.78 | 1 | -3 | 11 | -3 | 0
CCNC(=S)SCCOc1ccc(C)cc1 | 8 | 19 | 0.87 | 0.81 | 1 | -1 | 13 | -5 | 1
CCOC(=O)c1cnc2nc(SCc3ccccc3Cl)[nH]n2c1=O | 7 | -17 | 0.97 | 1.2 | 0 | -2 | 3 | -2 | -4
Cc1nc(-c2cccc(NS(=O)(=O)c3ccccc3)c2)cs1 | 11 | -2 | 1 | 1 | 1 | 0 | -2 | -10 | -2
Cc1onc(-c2ccccc2Cl)c1C(=O)NCc1ccccn1 | 2 | 0 | 0.97 | 1 | 0 | -3 | 2 | -9 | -2

2 of the compounds above, tab-delimited.
molecule	NALP3 yeast inh	hIAP block	mIAP act	hIAP activ	SENP1 inh	beta cell repl	mIAP block	APOBEC3G inh	A3A deaminase
COc1ccc(COCCN2CCN(S(=O)(=O)c3ccc(C)cc3)CCC2=O)cc1	2	2	1	0.98	nt	-1	-1	-11	0
CCOC(=O)C1CCN(C(=O)c2n[nH]c(=O)c3ccccc23)CC1	1	12	1	0.88	2	0	0	-5	-5

More entries.
SMILES | NALP3 yeast inh | hIAP block | mIAP act | hIAP activ | SENP1 inh | beta cell repl | mIAP block | APOBEC3G inh | A3A deaminase
CC(C)c1ccc(C2NC(C(=O)O)CS2)cc1 (configuration not stated) | -9 | -23 | 0.96 | 1.2 | 2 | 1 | 4 | -9 | -4
CCCN(CC1CC1)C(=O)COc1ccccc1C(=O)NCc1ccccc1 | 11 | 12 | 0.99 | 0.88 | 2 | 0 | 0 | -1 | 1
O=c1c2ccccc2ncn1Cc1ccccc1 | 15 | -10 | 1.1 | 1.1 | 1 | 3 | -6 | 0 | 27
CNC[C@@H]1Oc2ccc(NC(=O)Nc3cccc4ccccc34)cc2C(=O)N([C@@H](C)CO)C[C@@H]1C | 8 | -2 | 4.3* | 1 | nt | -2 | -325 | -4 | -2
Cc1cccc(NC(=S)NCCc2ccccc2)n1 | 31 | -4 | 0.97 | 1 | 0 | 4 | 3 | -9 | -3
O=C(NCCCNc1ccc([N+](=O)[O-])cc1Cl)c1ccccc1F | 37 | 13 | 0.92 | 0.87 | 2 | 5 | 8 | -2 | -2
COc1ccc(OC)c(NC(=O)COC(=O)c2c(C)noc2C)c1 | 23 | 10 | 1 | 0.9 | 1 | 1 | -2 | -5 | -2
CC1CCN(S(=O)(=O)c2ccc3c(ccn3CC(=O)O)c2)CC1 | 2 | -4 | 1 | 1 | -12 | -3 | 0 | -5 | -4
CCOC(=O)C1CCN(C(=O)c2cc(COc3ccc(F)cc3F)on2)CC1 | 19 | 18 | 0.89 | 0.82 | 0 | 3 | 11 | -3 | -2
CCOC(=O)c1ccc(N2CCN(C(=O)c3ccccc3)CC2)c(NC(=O)c2ccco2)c1 | 19 | 6 | 0.92 | 0.94 | -1 | 0 | 8 | -4 | -1
Cc1ccc2oc(C(=O)NCCCN3CCOCC3)c(C)c2c1 | 9 | 8 | 1 | 0.92 | 1 | -1 | -3 | -8 | -5
Cn1nccc1NS(=O)(=O)c1ccc(NC(=O)C(F)(F)F)cc1 | 6 | 23 | 0.96 | 0.77 | 1 | -1 | 4 | -7 | -4
CCOc1ccc(-n2ccc(=O)c(C(=O)Nc3ccc(S(=O)(=O)Nc4nccs4)cc3)n2)cc1 | 13 | -20 | 1 | 1.2 | 0 | -1 | -3 | 8 | 0
COC(=O)c1ccccc1OC(=O)c1cc2ccccc2oc1=O | 8 | -6 | 1.1 | 1.1 | -3 | -1 | -7 | -1 | -4
O=C(c1ccc(N2CCCC2=O)cc1)N1CCN(c2ccccc2O)CC1 | 21 | -2 | 0.92 | 1 | 1 | -3 | 8 | -7 | -2
Cc1ccc(-c2nc3ncccc3o2)cc1NC(=O)c1cccs1 | 10 | -26 | 0.96 | 1.3 | -1 | 1 | 4 | -9 | -5
Cc1cc(C(=O)CN2C(=O)NC(c3ccccc3)(c3ccccc3)C2=O)c(C)n1Cc1ccco1 | 7 | 4 | 1.1 | 0.95 | -2 | -5 | -10 | 2 | 3
CCC(C(=O)OCC(=O)Nc1ccc(C(=O)Nc2ccc(OC)cc2)cc1)c1ccccc1 (configuration not stated) | 15 | -8 | 1.1 | 1.1 | -2 | -2 | -10 | -7 | 0
COc1ccc(O)c(C(=O)c2cnn(-c3ccccn3)c2)c1 | -37 | -6 | 1 | 1.1 | -7 | -3 | -1 | -6 | -6
Cc1ccc(C)c(NC(=O)CCC(=O)N/N=C/c2ccc[nH]2)c1 | 9 | 9 | 0.64 | 0.91 | -23 | -6 | 36 | -5 | 2
CCOC(=O)C1=C(C)N(C)C(=O)NC1c1c(OC)ccc2ccccc12 (configuration not stated) | 10 | -21 | 0.97 | 1.2 | -1 | -4 | 3 | -4 | -6
CN(C)CC1CCCCC1OC(=O)c1ccc(Cl)cc1Cl (configuration not stated) | 15 | 1 | 0.97 | 0.99 | 2 | 2 | 3 | -7 | -4
CC(C)CSc1nc2ccccc2n1CC(=O)O | -1 | 7 | 0.96 | 0.93 | 3 | 0 | 4 | -4 | -2
COc1ccc(C(C)=O)cc1COC(=O)c1cc2ccccc2cc1O | 13 | -8 | 0.99 | 1.1 | 1 | -2 | 1 | -7 | -3
C[C@H](NC(=O)Nc1ccccc1F)C(=O)O | 5 | 14 | 1.1 | 0.86 | 1 | -1 | -11 | -7 | -5

Five compounds out of the list above, sorted by the value under mIAP block, largest number first:
Structure	mIAP block
Cn1nccc1NS(=O)(=O)c1ccc(NC(=O)C(F)(F)F)cc1	4
CCOC(=O)C1=C(C)N(C)C(=O)NC1c1c(OC)ccc2ccccc12 (configuration not stated)	3
CCCN(CC1CC1)C(=O)COc1ccccc1C(=O)NCc1ccccc1	0
COc1ccc(O)c(C(=O)c2cnn(-c3ccccn3)c2)c1	-1
COc1ccc(OC)c(NC(=O)COC(=O)c2c(C)noc2C)c1	-2

Following part
SMILES | NALP3 yeast inh | hIAP block | mIAP act | hIAP activ | SENP1 inh | beta cell repl | mIAP block | APOBEC3G inh | A3A deaminase
CCOC(=O)/C(C#N)=C1/C=CN(c2ccccc2)C=N1 | 15 | -3 | 1 | 1 | 3 | -2 | -4 | -2 | -4
CCc1n[nH]c2c1/C(=N\O)CC(C)(C)C2 | 16 | 15 | 1.1 | 0.85 | 1 | -3 | -11 | 5 | -5
CCCCCn1c(=O)c(C(=O)OCC)c(Cl)c2ccccc21 | 6 | 14 | 0.96 | 0.86 | 3 | -4 | 4 | -5 | -2
c1ccc(CN2CCN(c3nc(-c4ccccc4)nc4ccccc34)CC2)cc1 | 15 | -15 | 0.99 | 1.1 | -16 | -3 | 1 | -2 | 2
COc1ccccc1C(CNC(=O)CNC(=O)c1ccccc1Cl)N1CCCC1 (configuration not stated) | 7 | 4 | 1.1 | 0.96 | -3 | 6 | -9 | -3 | 3
CCNC(=S)N(Cc1ccccc1)Cc1nc2ccccc2c(=O)[nH]1 | 18 | 6 | 0.9 | 0.94 | 2 | 1 | 10 | -9 | -5
N#CC1=C(N)Oc2c(oc(CO)cc2=O)C12C(=O)Nc1ccc(Cl)cc12 (configuration not stated) | 0 | -15 | 0.98 | 1.1 | -5 | 0 | 2 | -9 | -4

From PubChem BioAssay

Only part of the results is shown, so the mix of outcomes need not match the whole.
